tim10-1 inh: growth inhibitors of tim10-1 mutant yeast; AID 463190; 330,000 tested, 2.2% active; S. cerevisiae tim10-1 ts strain growth, BacTiter-Glo, 24 h; inhibition, % at 20 µM;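 active = inhibition of at least 40%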;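 also: mutant grown at 25 °C; 0% = DMSO wells with yeast and 100% = wells holding no yeast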
APJ antag: APJ receptor antagonism | inhibition, % at 20 µM | AID 2521 | 330,000 tested, 0.32% active | CHO-K1 APJ beta-arrestin complementation, luminescence;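 active = inhibition above about 40% at 20 µM, limit read from the data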;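 also: cells challenged with 10 nM apelin-13 agonist together with compound; plate controls were apelin-13 plus DMSO wells for no effect and DMSO wells lacking apelin-13 for full effect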
Target sequence (P35414 whole entry, looked up): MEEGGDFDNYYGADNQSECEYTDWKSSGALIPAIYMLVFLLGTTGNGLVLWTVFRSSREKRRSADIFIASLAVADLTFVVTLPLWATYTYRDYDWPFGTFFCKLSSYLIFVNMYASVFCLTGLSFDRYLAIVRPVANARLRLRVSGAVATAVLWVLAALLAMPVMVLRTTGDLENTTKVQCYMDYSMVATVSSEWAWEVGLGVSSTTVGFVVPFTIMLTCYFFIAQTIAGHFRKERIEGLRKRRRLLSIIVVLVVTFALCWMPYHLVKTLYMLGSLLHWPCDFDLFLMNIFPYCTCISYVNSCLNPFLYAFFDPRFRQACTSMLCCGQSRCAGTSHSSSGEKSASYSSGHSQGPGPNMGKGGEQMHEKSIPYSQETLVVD
tim23-1 inh: growth inhibitors of tim23-1 mutant yeast. S. cerevisiae tim23-1 growth, BacTiter-Glo luminescence, 24 h. inhibition, % at 20 µM. 330,000 tested, 1.3% active. AID 463212;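 active = growth inhibition of the mutant yeast at or above 50%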;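 also: temperature-sensitive mutant grown at 25 °C; plate controls were DMSO-treated mutant yeast for no effect and medium wells lacking yeast for full effect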
NALP3 yeast inh: NALP3 inhibition in yeast; Yeast reconstituted NLRP3/ASC/caspase-1, beta-gal luminescence, 24 h; inhibition, % at 10 µM; 330,000 tested, 0.39% active; AID 2825;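 active = inhibition of 50% or more; inactive = inhibition below 50%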;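 also: plate controls were induced DMSO wells for no effect and uninduced yeast grown without galactose for full effect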
TIM10 inh: inhibits growth of TIM10 yeast strain; S. cerevisiae TIM10 strain growth, BacTiter-Glo luminescence, 24 h; inhibition, % at 10 µM; 330,000 tested, 1.4% active; AID 463195;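 active = inhibition of 40% or more at the single tested concentration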;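 also: wild-type TIM10 isogenic control strain grown at permissive 25 °C; 0% = DMSO yeast wells and 100% = minimal medium wells without yeast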
NR3A LBD binder: NR3A (human) ligand-binding domain modulation. NR3A LBD differential scanning fluorimetry, Tm shift; 0% = protein alone, 100% = glycine-bound protein. Tm shift relative to glycine control, % at 25 µM. 340,000 tested, 2.5% active;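 active = melting temperature shift of at least 10% of the positive control shift, at one fixed dose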
MPTP block: blocks calcium-induced mitochondrial swelling; isolated mouse mitochondria, Ca2+ swelling absorbance, 30 min; 360,000 tested, 1.4% active; inhibition, % at 10 µM;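 active = inhibition of 50% or more, scaled per plate between neutral and stimulator controls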;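 also: 0% = DMSO wells given calcium and 100% = 1 mM EGTA wells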
beta cell repl: inducers of beta-cell replication in MIN6 cells; MIN6 cells proliferation, ATPlite luminescence, 48 h; cells starved in 0.2% serum; 100% = growth in 10% serum; 330,000 tested, 0.29% active; proliferation, % at 10 µM;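 active = compounds whose signal lies at least 3.5 SD above the mean of all wells on their plate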;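 also: 0% = DMSO-treated cells in low-serum medium and 100% = 10% serum control; some compounds called inactive have numbers as strong as hits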
APJ ag: APJ receptor agonism | AID 2520 | activation, % at 20 µM | 330,000 tested, 0.11% active | P35414 | CHO-K1 APJ PathHunter beta-arrestin, luminescence; 0% DMSO wells, 100% apelin;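 active = activation more than six SD over the plate average, tested at 20 µM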;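 also: 0% = DMSO alone and 100% = apelin-13 at 10 nM; some results filed as inactive read as strong as hits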
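Assay system: engineered CHO-K1 APJ arrestin reporter cells; Amount: 1000 CHO-K1 reporter cells seeded per well; Dosing: one dose, 20 µM compound, 1% DMSO; Times: compound stimulation 90 min at 25 °C, detection 60 min; Measured by: luminescent beta-gal fragment complementation, chemiluminescent substrate; Read-out: APJ–arrestin association signal; Controls: DMSO vs Apelin-13 10 nM.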
Numbers without * were called inactive.

A first look (2 entries):
SMILES	tim10-1 inh	APJ antag	tim23-1 inh	NALP3 yeast inh	TIM10 inh	NR3A LBD binder	MPTP block	beta cell repl	APJ ag
Cc1ccc(S(=O)(=O)N[C@@H](Cc2ccccc2)C(=O)N2CCC(C(=O)N[C@@H](CCC(N)=O)C(=O)O)CC2)cc1	9	-8	3	-6	-5	-3	-0.4	0	-2
COc1ccccc1C(=O)N/C(=C\c1cn(S(=O)(=O)N(C)C)c2ccccc12)C(=O)N1CCCCC1	17	11	8	9	4	3	-2.2	-3	1

The whole of this part, previewed entries included:
SMILES	tim10-1 inh	APJ antag	tim23-1 inh	NALP3 yeast inh	TIM10 inh	NR3A LBD binder	MPTP block	beta cell repl	APJ ag
Cc1ccc(S(=O)(=O)N[C@@H](Cc2ccccc2)C(=O)N2CCC(C(=O)N[C@@H](CCC(N)=O)C(=O)O)CC2)cc1	9	-8	3	-6	-5	-3	-0.4	0	-2
COc1ccccc1C(=O)N/C(=C\c1cn(S(=O)(=O)N(C)C)c2ccccc12)C(=O)N1CCCCC1	17	11	8	9	4	3	-2.2	-3	1
O=C(c1ccc2c(c1)C(=O)N(c1ccc(Cl)cc1)C2=O)N1CCN(c2ccccn2)CC1	-7	11	-7	-4	-17	1	-2.7	3	-2
O=C(CN1C(=O)CCC1=O)Nc1nc(-c2nc3ccccc3s2)cs1	-4	-48	0	17	-10	-4	-2.5	2	-1
C=CCOc1ccc(CNC(C)(C)C)cc1OC	11	19	5	5	1	1	-1.0	1	0
CCOc1ccc(CN2CCN(Cc3cnn(CC)c3C)CC2CCO)cc1 (stereo not given)	5	18	6	14	-20	-4	0.4	-3	-1
CCC(=O)OCC(=O)c1c(N)n(Cc2ccccc2)c(=O)n(C)c1=O	7	18	13	18	-1	-3	-0.3	-1	-1
Cc1ccc(C)c(S(=O)(=O)N/N=C/c2ccc(N(C)C)cc2)c1	25	10	28	6	14	-20	0.3	3	-3
COc1ccc(N2CCC(CNC(=S)Nc3cc(C)cc(C)c3)C2)cc1 (stereo not given)	3	14	35	8	-1	-3	45	-6	0
CC(=O)NC(=S)Nc1ccc(NC(=O)COc2ccc(C(C)C)cc2)cc1	22	-6	11	6	25	-1	9.3	-3	-4
Clc1ccc2c(N3CCCC3)ccnc2c1	1	-20	-14	-6	-8	-1	-0.9	0	-3
O=C(CSc1nnc(-c2ccc(F)cc2)n1-c1ccccc1)NCCN1C(=O)CSC1=O	12	10	2	9	13	0	0.0	-1	-2
CCCCCC(=O)Nc1nc(C)c(-c2csc(Nc3cc(OC)ccc3OC)n2)s1	8	-32	12	20	-2	-3	1.1	-8	-4
Cc1ccc(CCn2c3c(c4ccccc42)CN(C)CC3)cn1	-10	-9	1	10	-13	0	0.3	0	2
COc1ccc(S(=O)(=O)Nc2cccc3c2O[C@H](CN(C)S(=O)(=O)c2ccccc2)[C@@H](C)CN([C@H](C)CO)C3=O)cc1	-9	18	6	4	-1	-3	-2.9	3	-1
N#Cc1ccc(CN2CCN(C(=O)CNC(=O)Cc3ccccc3)CC2)cc1	16	-47	4	6	3	2	-0.4	-4	-3
COc1ccc(-c2cc(=O)oc3c(C)c(O)c(CN(C)C)cc23)cc1	31	8	8	-1	26	0	3.0	6	-4
CN(C)C(=O)CN1CCN(Cc2cn(C)nc2-c2ccc3c(c2)OCCO3)CC1	-1	5	16	10	7	-2	-0.7	-2	-2
CN(C)C(=O)c1ccc(NS(=O)(=O)c2ccc3c(c2)OCCO3)cc1	-11	14	19	11	3	1	-0.9	2	3
CCn1nc(C)c(CN2CCCC(C(=O)c3cccc(OC(C)C)c3)C2)c1C (stereo not given)	11	3	4	5	12	2	41	-6	-1
O=C(Nc1nccs1)c1cc(-c2ccccc2)nn1-c1ccccc1	5	16	14	0	-4	12*	-7.1	0	-1
CCC(=O)Nc1ccc(N2CCOCC2)c(S(=O)(=O)Nc2ccc(Cl)cc2)c1	-7	9	10	15	-5	0	-1.7	-3	-3
O=C1N/C(=N\N=C\c2ccco2)SC1Cc1ccc(F)cc1 (stereo not given)	6	2	2	-1	9	2	-0.5	-4	-2
Cc1cc(OCC(=O)Nc2nccs2)c2c(C)cc(=O)oc2c1	2	16	-9	10	-10	-1	0.6	-6	-5
Cc1ccc(-n2nc(C)c3c2OC(N)=C(C#N)C3c2ccc(C)o2)cc1 (stereo not given)	1	-8	17	20	7	0	5.3	-2	-6
CCCCn1c(N)c(NCc2ccccc2)c(=O)[nH]c1=O	22	8	5	-9	-10	1	-0.8	-1	-2
O=S1(=O)CCOCCCN1Cc1ccccc1	-7	14	5	16	-1	1	-0.4	-3	14
Cc1ccc(NC(=O)c2ccc(S(=O)(=O)N3CCC(C)CC3)cc2)cc1	24	9	25	22	24	2	17	-3	-1
CC(=O)Nc1ccc2nc(-c3ccco3)[nH]c2c1	-12	-8	3	3	-11	-2	0.0	-5	1
COc1ccc(Cl)cc1S(=O)(=O)n1ccnc1	7	2	5	-4	9	0	-0.1	-2	2
CCOC(=O)CNC(=O)N1CCCC(N(C)CCc2ccccc2)C1 (stereo not given)	9	0	4	15	8	0	0.0	-2	-3
CCc1nnc(NC(=O)CCC(=O)N2CCN(S(=O)(=O)c3ccc(OC)cc3)CC2)s1	-2	28	1	14	7	0	-1.9	-3	0
N#Cc1c([N+](=O)[O-])cc([N+](=O)[O-])cc1S(=O)(=O)Cc1ccccc1	62*	64*	67*	0	54*	-14	14	-8	-1
Cc1ccccc1C(=O)Nc1ccnn1C1CCN(Cc2ccncc2)CC1	6	16	0	9	0	2	-1.4	0	2
NC(=O)CC(NC(=O)c1ccccc1)c1ccc(NCCCN2CCCC2=O)c([N+](=O)[O-])c1 (stereo not given)	-4	22	-2	8	3	2	0.4	-6	-3
Cc1ccc(-n2ncc3c(=O)n(CC(=O)N(C)C)cnc32)cc1	-6	16	1	24	-4	-1	0.2	-2	-3
COc1cc(OC)cc(C(=O)NC2CCN(Cc3nnnn3Cc3cccs3)CC2)c1	7	7	19	-5	1	0	2.4	-4	-1
Cc1cc(C(=O)N/N=C2\CCCC(C)C2)n[nH]1 (stereo not given)	-13	17	-8	1	-3	-1	-1.5	0	2
CC(=O)Nc1ccc(NC(=O)CSc2nnc(C3CC3)n2C)cc1	6	-10	1	7	14	2	-1.2	0	-1
Cc1cc(C)c(NC(=O)CS(=O)CC(=O)Nc2ccc(-n3cnnn3)c(C)c2)c(C)c1 (stereo not given)	-1	-4	8	-1	-19	5	-0.3	-2	-2

Some values from the list.
`CCOC(=O)CNC(=O)N1CCCC(N(C)CCc2ccccc2)C1` (stereo not given) – NALP3 yeast inh = 15
`CC(=O)Nc1ccc(NC(=O)CSc2nnc(C3CC3)n2C)cc1` – TIM10 inh = 14
`Cc1ccc(-n2ncc3c(=O)n(CC(=O)N(C)C)cnc32)cc1` – TIM10 inh = -4
`Cc1ccccc1C(=O)Nc1ccnn1C1CCN(Cc2ccncc2)CC1` – beta cell repl = 0
`Cc1cc(C)c(NC(=O)CS(=O)CC(=O)Nc2ccc(-n3cnnn3)c(C)c2)c(C)c1` (stereo not given) – APJ antag = -4

Continuation.
SMILES	tim10-1 inh	APJ antag	tim23-1 inh	NALP3 yeast inh	TIM10 inh	NR3A LBD binder	MPTP block	beta cell repl	APJ ag
O=C(N/N=C/c1cc(Br)cs1)c1ccc2c(c1)OCCO2	-41	-1	46	32	20	-1	-0.5	-3	-1
Cc1ccc(NS(=O)(=O)c2ccc(C(=O)NCC3CCCO3)cc2)cc1 (stereo not given)	-13	-12	3	15	-11	-1	0.5	-2	-1
COc1cc(C2NC(=S)NC(C)=C2C(=O)OC(C)C)ccc1OC(C)C (stereo not given)	-8	10	15	7	7	-1	0.2	-2	-1
O=C(c1cccc(Cl)c1)N1CCN(S(=O)(=O)c2ccc(Cl)s2)CC1	15	2	29	25	10	3	-0.3	-5	-2
COc1ccc(NC(=O)CSc2cc(C)nc3c(-c4ccccc4)cnn23)cc1	-7	15	-11	9	-8	64*	17	-2	0
CCc1nc(SCC(=O)Nc2ccccc2C(=O)OC)n[nH]1	-2	3	14	1	1	1	-6.0	-1	-5
Cc1cc(NS(=O)(=O)Cc2ccccc2)cc(C)c1OCC(=O)N1CCOCC1	-1	0	-3	-5	0	0	4.3	-2	0
CC1(C)C(=O)N(c2ccccc2)C1c1ccccc1O (stereo not given)	3	9	9	12	10	0	-0.5	-2	-2
O=C(COc1cc2oc(=O)c3c(c2cc1Cl)CCC3)NCC1CCC(C(=O)O)CC1 (stereo not given)	-2	8	4	5	4	-2	0.0	2	-7
COc1ccc(OC)c(NC(=O)CCn2ccnc2)c1	-8	12	4	6	10	1	-0.6	-2	0
Cn1c(SCC(=O)O)nnc1C1CCCCC1	2	10	19	3	-4	-11	-0.6	1	-2
CCCS(=O)(=O)N1CCCC(C(=O)N2CCN(c3ccccc3)CC2)C1 (stereo not given)	6	12	4	-17	-11	0	1.1	-2	-3
Cc1ccc(C(=O)CSc2nnc(COc3ccc(C#N)cc3)n2-c2ccccc2)cc1	11	-4	-6	-11	-4	1	2.0	0	1
CN(C)S(=O)(=O)n1cnc(C(CCO)c2ncn(S(=O)(=O)N(C)C)c2CCCO)c1 (stereo not given)	-11	3	-7	4	2	-1	0.6	5	-2
COc1ccc(C)cc1NC(=O)NNC(=O)C(C)Oc1ccc(F)cc1Cl (stereo not given)	23	6	12	-4	15	0	-1.6	-3	2
CSCC[C@H](NC(=O)[C@H](Cc1ccccc1)n1c(=O)[nH]c2ccccc2c1=O)C(=O)NCC1CCC(C(=O)O)CC1 (stereo not given in full)	-2	-52	1	12	2	-2	-0.1	-1	1
O=C(CC1C(=O)N(c2ccc(Cl)cc2)C(=S)N1CCc1ccncc1)Nc1ccc(F)cc1 (stereo not given)	10	6	0	7	10	29*	3.0	-5	6
COc1ccc(-c2cn[nH]c2N)cc1OC	6	0	13	11	-10	0	2.9	-2	-1
CCn1ccnc1CN(C)C(=O)c1cc(COc2c(F)cccc2F)on1	6	-2	3	2	-4	1	0.1	1	-4
Nn1c(COc2ccccc2F)nnc1SCC(=O)NC1CCS(=O)(=O)C1 (stereo not given)	0	20	-1	3	-9	-2	-2.7	-3	1
COc1ccc(NC(=O)c2cc(OC)c(OC)c(OC)c2)cc1S(=O)(=O)N1CCCCC1	5	-4	12	-8	12	-1	-0.3	-2	-1
Cc1ccc(OCC(=O)NNC(=O)Cn2c(=O)cnc3ccccc32)cc1	11	-2	11	9	-4	1	-0.4	-2	-4
COCCOC(=O)c1c(NC(=O)CN(C)c2ccccc2)sc(C(N)=O)c1C	14	-3	4	-3	8	2	-0.2	-1	-3
Cc1cc(C)c(NC(=O)OCCN2CCOCC2)c(C)c1	7	-4	2	-6	7	-3	2.7	0	-5
COc1ccc(N2CCN(CC(=O)Nc3nnc(-c4ccccc4)s3)CC2)cc1	20	12	11	15	10	0	-1.0	1	6
CC(C)CNC(=S)N(CCN(C)C)Cc1cc2cc3c(cc2[nH]c1=O)OCO3	-13	11	10	23	-8	-9	-0.7	-1	-2
CCC(C)NCCCOc1ccc([N+](=O)[O-])cc1 (stereo not given)	9	-4	3	-10	6	-1	-1.2	2	-5
O=C(c1cccs1)N1CCN(C2CCCCC2)CC1	9	11	-10	3	-13	-1	1.1	-1	-1
Cc1cc(S(=O)(=O)NCC(C)C)ccc1OCC(=O)NC1CC1	0	10	4	15	-10	3	0.9	-1	-3
COc1ccc(S(=O)(=O)NCC2CCCN(Cc3cn(C)nc3C)C2)cc1 (stereo not given)	12	9	7	3	-8	1	-2.4	0	-2
O=C(Nc1ccccc1)Nc1cccn(Cc2c(F)cccc2Cl)c1=O	15	-10	11	0	16	-4	0.6	-4	-1
COc1ccc2nc3ccccc3nc2c1	2	8	0	35	-1	1	-1.4	-1	-4
